Assay outcomes deposited in PubChem BioAssay by National Center for Advancing Translational Sciences (NCATS).
MmCpn inh: inhibitors of Methanococcus maripaludis chaperonin (MmCpn) | purified Mm-Cpn ATPase, ADP Transcreener TR-FRET | Potency, µM (series often up to 76.9 µM), inactives show at the top dose activity, negative = inhibition, most hits filed as inhibitors | 330,000 tested, 0.031% active | AID 504842; further: potency means the concentration at half of the fitted maximal effect; on the % scale 0 is the no-effect control and ±100 the full control effect; nearly all actives have a fitted effect of over 80% in size
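Quantitative HTS used 25 nM Mm-CPN and 10 uM ATP in magnesium/KCl Tris buffer, pH 7.4, with 1 mM DTT. Hydrolysis ran 30 min at 37°C; ADP was read by HTRF.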
PLK1 PBD inh: blocks phosphopeptide binding to human PLK1 polo-box domain. Plk1 PBD binding of FITC phosphopeptide, fluorescence polarization. AID 720504. Potency, µM, for inactives: max response, negative = inhibition, usual class: inhibitors. P53350. 360,000 tested, 2.8% active; further: potency means the concentration at half of the fitted maximal effect; series mostly up to about 57 µM; on the % scale 0 is the no-effect control and ±100 the full control effect; nearly all actives have a fitted effect of over 65% in size
Target sequence (P53350 whole entry, looked up, the tested form may be a part): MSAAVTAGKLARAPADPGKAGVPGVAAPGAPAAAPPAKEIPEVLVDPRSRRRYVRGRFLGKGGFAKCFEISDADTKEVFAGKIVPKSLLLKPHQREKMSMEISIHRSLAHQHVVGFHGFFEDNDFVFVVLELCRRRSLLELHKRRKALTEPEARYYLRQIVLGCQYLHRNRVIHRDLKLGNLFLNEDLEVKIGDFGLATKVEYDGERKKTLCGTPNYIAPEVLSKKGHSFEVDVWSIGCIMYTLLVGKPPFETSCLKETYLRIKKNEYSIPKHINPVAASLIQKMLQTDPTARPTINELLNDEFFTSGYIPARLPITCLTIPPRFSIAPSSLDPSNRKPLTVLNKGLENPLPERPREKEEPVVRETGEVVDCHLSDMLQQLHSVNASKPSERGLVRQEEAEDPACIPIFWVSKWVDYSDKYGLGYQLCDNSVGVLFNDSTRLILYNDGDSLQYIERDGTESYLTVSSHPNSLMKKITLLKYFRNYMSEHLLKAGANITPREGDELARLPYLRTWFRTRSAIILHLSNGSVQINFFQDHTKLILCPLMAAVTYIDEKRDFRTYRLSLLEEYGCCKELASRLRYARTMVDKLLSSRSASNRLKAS
EPAC1 antagonist: EPAC1 (human) antagonism. 360,000 tested, 0.14% active. EPAC1 GEF assay, Rap1b-BODIPY-GDP exchange fluorescence. AID 720709. O95398. Potency, µM (titrated, usually from 115 µM), inactives show at the top dose activity change, negative = inhibition, hits mostly inhibitors;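 further: potency means the concentration at half of the fitted maximal effect; plate controls were vehicle for no effect and positive control for full effect; nearly all actives have a fitted effect of over 50% in size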
EPAC1 agonist: activates human EPAC1 exchange factor. EPAC1 agonist qHTS, biochemical assay; response scale: 100% = response to 6.5 mM cAMP. Potency, µM (doses to about 154 µM), for inactives: at the highest dose activation, hits mostly activators. 360,000 tested, 0.073% active; further: potency means the concentration at half of the fitted maximal effect; nearly all actives have a fitted effect of over 60% in size
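Read-out is the fluorescence drop as BODIPY-GDP leaves Rap1B (480 nm excitation, 540 nm emission), recorded every 5 minutes over 30 minutes. Reactions held 100 nM EPAC1, 250 nM Rap1B–BODIPY-GDP and 50 uM GDP, with 6.5 mM cAMP setting full activation.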
EPAC2 antag: blocks human EPAC2 exchange factor. Q8WZA2. EPAC2 GEF exchange of Rap1B-BODIPY-GDP, fluorescence. Potency, µM (doses to about 114 µM), without a hit: top-dose activity, negative = inhibition, hits mostly inhibitors. 360,000 tested, 0.18% active. AID 720708; further: potency means the concentration at half of the fitted maximal effect; on the % scale 0 is the no-effect control and ±100 the full control effect; nearly all actives have a fitted effect of over 45% in size; many of its hits are not listed in these tables
CCT chaperon mod: cytosolic chaperonin activity modulation | purified chaperonin ATPase assay, HTRF ADP detection, 30 min | activity change, % (concentration not given with the values), hits read low | 360,000 tested, 0.3% active | AID 651819; in the data active means activity change below about -30%; further: on the % scale 0 is the no-effect control and ±100 the full control effect
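ATPase activity: ADP formed was measured by HTRF Transcreener (665/615 nm ratio) after 30 min at 37 deg C with 10 uM ATP. Compounds screened at one 76 uM concentration against 40 or 20 nM TRiC in Tris pH 7.4/KCl/MgCl2/DTT buffer.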
WRN inhibitor: WRN helicase (human) inhibition; Q14191; WRN helicase unwinding, fluorescent forked duplex, kinetic; Potency, µM (series often up to 114 µM), inactives show top-dose activity change, negative = inhibition, usual class: inhibitors; 360,000 tested, 0.46% active; AID 651768; further: potency means the concentration at half of the fitted maximal effect; on the % scale 0 is the no-effect control and ±100 the full control effect; nearly all actives have a fitted effect of over 55% in size
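Screening of the MLSMR collection measured strand separation of a quenched forked DNA duplex (100 nM) by 20 nM WRN with 2 mM ATP, all final. Compounds were preincubated with enzyme 15 min at room temperature.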
PI5P4Ka inh: PI5P4K alpha (human) kinase inhibition; 330,000 tested, 1.2% active; AID 652105; PI5P4Kalpha enzyme, ADP-Glo luminescence, 60 min; hits give low values; max response, %; P48426; active means max response of -50% or lower; inconclusive means between -30% and -50%; inactive means -30% or higher; further: value at the top dose of about 77 µM; on the % scale 0 is the no-effect control and ±100 the full control effect
Target sequence (P48426 whole entry, looked up): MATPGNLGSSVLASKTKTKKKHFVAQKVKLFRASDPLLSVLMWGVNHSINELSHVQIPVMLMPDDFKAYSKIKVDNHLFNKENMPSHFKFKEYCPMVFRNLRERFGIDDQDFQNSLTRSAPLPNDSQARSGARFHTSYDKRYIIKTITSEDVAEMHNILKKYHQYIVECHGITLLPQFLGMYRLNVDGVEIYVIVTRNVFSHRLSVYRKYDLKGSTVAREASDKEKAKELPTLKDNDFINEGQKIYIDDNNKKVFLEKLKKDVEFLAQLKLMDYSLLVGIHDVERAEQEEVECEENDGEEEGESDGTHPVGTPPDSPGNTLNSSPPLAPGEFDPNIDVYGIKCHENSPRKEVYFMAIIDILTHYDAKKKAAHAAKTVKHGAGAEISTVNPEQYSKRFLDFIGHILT
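PI5P4Kalpha ADP-Glo assay; 5 microM ATP final; 60 min RT reaction; HEPES pH 7.4/EGTA/CHAPS, 5% DMSO; controls lacking substrate or enzyme; luminescent end-point.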
* hit, by the source's call; ? = inconclusive; · = not tested or not shown; [ ] = another dose, or the depositor's remark. Unless noted, the call rests on the fitted dose curve; in most records, active means well fitted curve in the direction sought with a large enough effect; inconclusive means small, poorly fitted or top-dose-only effect, or another doubt; inactive means no such curve, though single readings can be large; an effect the other way counts as inactive or inconclusive. Some of the compounds tested, so the mix of outcomes need not match the whole.

Compound	MmCpn inh	PLK1 PBD inh	EPAC1 antagonist	EPAC1 agonist	EPAC2 antag	CCT chaperon mod	WRN inhibitor	PI5P4Ka inh
CCN(CC(=O)NCc1cccs1)C(=O)/C=C/c1cc(OC)c(OC)c(OC)c1	-1%	-7%	-12%	4%	-7%	1.2	4%	4
C/C(N)=C(/C#N)C(=O)COC(=O)C1CCN(S(=O)(=O)c2cccs2)CC1	-1%	3%	11%	5%	-3%	-0.4	-12%	1
COc1ccc(/C=C/c2noc(-c3ccccc3OC(C)=O)n2)cc1	-3%	-2%	-5%	5%	13%	0.4	-5%	14
CNc1c(C(=O)O)ccc2c1C(=O)c1ccccc1C2=O	-2%	-7%	-15%	-6%	-16%	-0.3	-29%	?
CCONC(=O)Nc1ccccc1	1%	0%	-2%	-5%	11%	-0.6	7%	-4
CC(=O)c1ccc(NS(=O)(=O)c2ccc(-c3cnc(C4CC4)o3)cc2)cc1	4%	6%	-4%	-3%	-3%	1.4	-9%	-3
CC(=O)N1CCC2(CC1)C/C(=N\NC(=S)Nc1ccccc1F)c1cc(O)ccc1O2	-5%	?	0%	-9%	0%	0.9	-9%	-15
CCC(=O)NC1=C(Nc2ccc(N)cc2)C(=O)c2ccccc2C1=O	-6%	-10%	-1%	10%	-5%	-0.4	-1%	-24
Cc1sc2nc(CSc3nc4ccccc4c(=O)n3CCCN3CCOCC3)[nH]c(=O)c2c1C	2%	9%	1%	8%	13%	-4.3	-3%	-18
COc1cc(OC)cc(C(=O)Nc2ccc3nc4n(c(=O)c3c2)CCCCC4)c1	0%	-8%	-14%	2%	-4%	-5.6	-3%	-5
CN(c1ccc(OCC(=O)N2CCCC2)cc1)S(=O)(=O)c1ccc(Cl)cc1	-1%	-18%	-22%	-2%	-3%	1.5	-6%	6
O=C(COc1cccc(-n2cnnn2)c1)Nc1ccc([N+](=O)[O-])cc1	0%	-9%	-16%	7%	1%	-1.9	-6%	1
Cc1ccc(C2=NS(=O)(=O)N(C)C(C(=O)NC3CCCCC3)=C2)cc1	0%	-5%	-10%	-2%	6%	-1.4	-4%	-3
Fc1ccc(CCn2c(Cn3c(-c4cnccn4)nc4ccccc43)nc3ccccc32)cc1	·	0%	7%	-4%	-6%	-1.0	5%	1
O=C(NC(=S)NNS(=O)(=O)c1ccccc1)c1ccc([N+](=O)[O-])cc1	0%	-17%	-21%	1%	1%	-1.4	-20%	-3
O=c1[nH]c(/C=C/c2ccccc2F)nc2ccccc12	1%	0%	-4%	-1%	2%	-4.4	8%	2
COc1ccccc1/C=C\C=N\NC(=O)CCn1nnc2ccccc21	-4%	-16%	-3%	12%	-10%	-3.9	-6%	-4
CSc1ncc(Cl)c(C(=O)Nc2cccc(C)c2)n1	1%	-7%	4%	-3%	14%	0.8	4%	-1
O=C1CCC[C@@H]2[C@H]3CCC[N+]4([O-])CCC[C@@H](CN12)[C@@H]34 (stereo partly drawn)	0%	-2%	-22%	-2%	-10%	-5.1	-1%	1
C[C@@H](NC(=O)c1[nH]cnc1C(=O)Nc1ccc(Cl)cc1)c1ccccc1	-1%	-20%	-17%	-13%	8%	-0.5	11%	41
CC1CCCN(C(=O)CSc2ncccn2)C1 (stereo not drawn)	-1%	-15%	5%	2%	-8%	-2.1	?	-3
Cc1cccnc1NC(=O)CN1C(=O)NC(C)(c2ccc3ccccc3c2)C1=O (stereo not drawn)	-1%	-2%	-6%	-13%	6%	2.8	-3%	-8
CCOC(=O)C(CCCCP(=O)(c1ccccc1)c1ccccc1)(NC(C)=O)C(=O)OCC	-1%	-3%	-14%	-1%	-9%	0.3	-16%	1
CC1=C(C(=O)OC2CCCC(C)C2)C(c2ccccc2)NC(=O)N1 (stereo not drawn)	2%	-1%	-11%	-2%	-24%	1.3	3%	4
O=C(CCCOc1ccc(Cl)cc1Cl)N/N=C/c1cccc([N+](=O)[O-])c1	0%	27µM*	-6%	-9%	4%	-0.8	-22%	7
Cc1nc(SCC(=O)NCCc2ccccc2)c2c(=O)n(C)c(=O)n(C)c2n1	0%	5%	6%	-1%	7%	-1.0	-7%	1
O=C(N/N=C/c1ccc2nccnc2c1)c1ccncc1	-3%	0%	0%	-12%	2%	-1.3	7%	-8
Cc1cccc(C)c1NC(=O)CN(C)C(=O)C(c1ccccc1)c1ccccc1	2%	-12%	-3%	7%	2%	-3.3	-31%[57.1 µM]	3
C[C@H](CO)N1C[C@H](C)[C@H](CN(C)C(=O)Nc2ccc(N3CCN(C)CC3)cc2)OCc2cnnn2CCCC1=O	·	-9%	-9%	2%	0%	-1.1	-3%	4
CC1CCN(CCc2nc3cc(NC(=O)NC4CCCCC4)ccc3n2C)CC1	0%	-4%	-3%	2%	9%	-1.1	0%	·
CN(C)S(=O)(=O)c1cccc(NC(=O)c2cccc(S(=O)(=O)N3CCCCCC3)c2)c1	-5%	-7%	-16%	22%	-20%	-0.1	0%	-2
Cc1cccc(NC(=O)CCc2c(C)nn(-c3ccc(N4CCCCC4)nn3)c2C)c1	-2%	-3%	-11%	1%	-2%	-2.1	-3%	3
Cc1cnc(CNc2nc3cc(-c4ccccc4C)sc3c(=O)n2C)cn1	·	-4%	-25%	-3%	-19%	0.7	12%[57.1 µM]	0
CC[C@@H](C)[C@@H]1CN([C@@H](CN2CCC[C@H]2CN2C(N)=NC[C@H]2CC(C)C)C(C)C)C(=N)N1CCc1ccc(Cl)c(Cl)c1	-1%	-18%	-10%	-1%	-1%	-1.2	-6%	-4
COc1cc(NC(=S)NC(=O)c2ccccc2F)ccc1NC(=O)c1ccco1	-2%	-19%	-3%	6%	-15%	0.1	-17%	-9
COc1ccc(Cl)cc1NC(=S)Nc1ccc(Cl)cn1	-7%	-8%	9%	-9%	2%	3.8	7%	-1
Cc1cc(C)c(OCC(O)CN2CCN(c3ccccn3)CC2)c(C)c1 (stereo not drawn)	-1%	0%	15%	-4%	-2%	-1.4	1%	-2
O=C(c1ccsc1)N1CCCC(Nc2cccc(F)c2)C1 (stereo not drawn)	1%	-9%	8%	4%	-9%	-0.5	9%	5
Cc1nnc(SCc2cc(=O)n3[nH]cnc3n2)s1	1%	?	0%	11%	1%	-2.7	-6%	-28
CC1CN(C2CCN(C(=O)c3ccccc3)CC2)CC(C)O1 (stereo not drawn)	0%	-6%	-24%	5%	-2%	-0.1	-1%	-1
COC(=O)c1nn(-c2ccccc2)c(Sc2ccccc2)c1/C=N/O	-3%	-4%	6%	5%	1%[57.1 µM]	0.0	1%	-2
CC1=C(C)CC(C(=O)N2CCN(Cc3ccc4c(c3)OCO4)CC2)C(C(=O)O)C1 (stereo not drawn)	?	-8%	19%	11%	-8%	-5.0	7%	1
Cc1cccc(NCC(=O)c2c(N)n(C)c(=O)n(C)c2=O)c1C	-4%	-6%	-1%	13%	18%	-3.6	-4%	3
CCN(CCn1cccn1)C(=O)c1cc(COc2cccc3cccnc23)on1	0%	-11%	-3%	-6%	-2%	-1.5	-5%	5
O=C(NCCc1c[nH]c2ccccc12)OC1CC2CC1[C@H]1CCCCN1C2=O (stereo partly drawn)	·	-12%	-21%	0%	4%	-1.0	-1%	-4
CNCc1ccccc1Sc1cccc2ccccc12	0%	-8%	15%	5%	-6%	-1.9	-1%	-3
OC1(c2ccccc2)c2ccccc2-c2ncccc21 (stereo not drawn)	-1%	2%	-11%	-11%	1%	1.3	8%	10
COc1cc(OC)c(C(=O)NNC(=S)NC2CCCCC2)cc1OC	0%	?	2%	4%	1%	-0.1	-1%	-9
O=C(Nc1cc(C(F)(F)F)ccc1N1CCOCC1)C1=COCCO1	0%	-8%	-2%	-31%[inhibitor]	-6%	-6.0	-14%	8
CCOC(=O)c1[nH]nc2c1C(=O)N(Cc1ccccc1)C2=O	3%	-13%	-4%	4%	3%	0.1	6%	?
O=C1NC(=O)/C(=C\c2ccccc2Oc2ccc(F)c(F)c2)S1	-2%	27µM*	-21%	-3%	-5%	-4.1	-27%	-13
Cc1cc(C(=O)OCC(=O)Nc2c(Cl)cccc2C(F)(F)F)c(C)o1	-2%	-1%	12%	-5%	5%	-2.4	0%	4
COc1cccc(CN(C)Cc2nc(C3CC3)no2)c1	-5%	-15%	-8%	9%	-6%	-2.6	0%	-1
OC[C@@H]1CN(Cc2ccc(F)cc2)C[C@H](n2cnc3c(N4CCN(c5ccccc5)CC4)ncnc32)O1	·	2%	7%	-10%	-7%	0.4	0%	12
c1nnc(NCNc2nncs2)s1	·	1%	3%	-3%	10%	-2.8	0%	-1
CCCc1cc(NCc2ccccn2)n2c(nc3ccccc32)c1C#N	-1%	-10%	-20%	14%	25%	-0.1	-13%	-2
CN(C)S(=O)(=O)c1ccc(Cl)c(C(=O)OCC(=O)NC(=O)NC2CCCC2)c1	-2%	0%	-10%	-7%	-4%	-0.5	3%	-8
COc1ccc(NC2CC(=O)N(c3cccc([N+](=O)[O-])c3)C2=O)cc1 (stereo not drawn)	-9%	-16%	13%	3%	0%	-1.9	2%	-26
CCOC(=O)N1CCN(C(=S)Nc2ccc(C)cc2)CC1	-1%	-19%	-14%	1%	7%	-1.9	-5%	-4
CCCC(C(=O)N1CCOCC1)N1C(=O)C2C3C=CC(C3)C2C1=O (stereo not drawn)	2%	-4%	-11%	8%	-8%	-1.1	-13%	·
CCN1CCN(CC(=O)N2N=C(c3ccc(OC)cc3)CC2c2ccc(OC)cc2)C(=O)C1=O (stereo not drawn)	1%	27µM*	-17%	2%	-2%	1.5	-1%	-8
O=C(O)CC(c1ccc(Br)cc1)N1Cc2ccccc2C1=O (stereo not drawn)	-2%	-4%	-12%	1%	-3%	-2.9	4%	6
O=C(c1ccc(F)cc1F)N1CCN(c2n[nH]c(=O)[nH]c2=O)CC1	1%	-2%	-5%	0%	2%	-1.1	2%	-4

A few values from the entries so far:
`O=c1[nH]c(/C=C/c2ccccc2F)nc2ccccc12` – PLK1 PBD inh = 0%
`COc1cc(OC)c(C(=O)NNC(=S)NC2CCCCC2)cc1OC` – CCT chaperon mod = -0.1
